Cardiac RTF inh: cardiac RTF calcium sensitivity inhibitors, primary screen, biochemical, IANBD-TnC fluorescence, EC70 calcium; Troponin I, cardiac muscle (Homo sapiens) + Troponin T, cardiac muscle (Homo sapiens) + …; IANBD-labeled cardiac RTF, Ca2+ fluorescence; inhibition, % at 7.15 µM; actives 0.12% (n = 340,000); AID 493244, 2011;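 active means inhibition above the mean inhibition of all tested compounds plus 3 SD, cut at about 17% in these data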;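 further: assay run at fixed EC70 calcium of 1.6 mM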
CAL PDZ FP-1: CAL PDZ peptide-binding inhibitors, primary screen, biochemical, fluorescence polarization, Cer-tagged CAL PDZ, HTS. purified CAL PDZ, TMR-peptide fluorescence polarization, 1 h. inhibition, % at 20 µM. AID 504414, 2011. actives 0.02% (n = 330,000);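 active means highest replicate inhibition of at least 40%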;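 further: plate controls were DMSO neutral control wells for no effect and unlabeled competitor peptide control wells for full effect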
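System: tagged CAL PDZ domain. Schedule: 1 h room-temperature incubation prior to read. Signal: fluorescence polarization (mP). Measure: percent inhibition from loss of millipolarization.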
Rtt109 Vps75: inhibitors of C. albicans Rtt109/Vps75 HAT, primary screen, biochemical, ThioGlo CoA-SH fluorescence, plate reader | Histone acetyltransferase RTT109 (Candida albicans (strain SC5314 / ATCC MYA-2876)), … | purified Rtt109/Vps75, 4 h | inhibition, % at 34.9 µM | actives 0.16% (n = 330,000) | AID 540336, 2011;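 active means inhibition of at least 50% in every replicate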
CAL PDZ FP-2: untagged CAL PDZ binding inhibitors, primary screen, biochemical, fluorescence polarization, HTS. AID 602252, 2012. Golgi-associated PDZ and coiled-coil motif-containing protein (Homo sapiens), Q9HD26. inhibition, % at 24.9 µM. actives 0.92% (n = 300,000). purified CAL PDZ, TMR-peptide fluorescence polarization, 1 h;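 active means mean inhibition of at least 30% with at least half of replicates also reaching 30%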;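 further: 0% = DMSO neutral control and 100% = excess unlabeled competitor peptide PRC23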
PKA-R2B activ: activators of PKA-R2B holoenzyme, primary screen, biochemical, fluorescence polarization, Cy5-IP20, human | PKA-R2B holoenzyme dissociation; R2B truncated from residue 108, S112A mutant; 0% DMSO only, 100% 113 µM cGMP | activation, % at 11.4 µM | actives 0.079% (n = 340,000) | AID 504700, 2011;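 active means activation above a cutoff set at the mean over all compounds plus 3 SD, cut at about 18% in these data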;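 further: higher means more holoenzyme dissociation and a rise in polarization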
Target sequence (P31323 whole entry, looked up, other chains not shown, the tested form may be a part): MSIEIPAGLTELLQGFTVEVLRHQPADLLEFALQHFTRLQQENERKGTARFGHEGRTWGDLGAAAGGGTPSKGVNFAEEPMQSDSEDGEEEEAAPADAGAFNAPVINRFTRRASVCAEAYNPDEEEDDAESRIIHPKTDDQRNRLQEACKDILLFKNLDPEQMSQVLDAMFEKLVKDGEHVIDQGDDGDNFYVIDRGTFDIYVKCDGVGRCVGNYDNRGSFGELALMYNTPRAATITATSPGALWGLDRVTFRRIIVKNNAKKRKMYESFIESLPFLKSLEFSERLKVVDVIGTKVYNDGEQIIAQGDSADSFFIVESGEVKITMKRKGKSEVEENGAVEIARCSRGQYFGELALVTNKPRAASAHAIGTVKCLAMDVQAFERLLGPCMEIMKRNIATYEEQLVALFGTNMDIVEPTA
Keap1 Nrf2 FP: Keap1-Nrf2 protein-protein interaction inhibitors, primary screen, biochemical, fluorescence polarization, single point | Kelch-like ECH-associated protein 1 (Homo sapiens), Q14145 | Keap1 Kelch-Nrf2 peptide fluorescence polarization, 1536-well | inhibition, % at 9.4 µM | actives 0.15% (n = 340,000) | AID 504523, 2011; in the data active means inhibition above about 12%;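 further: human Keap1 Kelch domain with fluorescein labeled Nrf2 9mer peptide probe; 0% = neutral control wells and 100% = peptide positive control; higher means more block of Keap1 binding to Nrf2 peptide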
cardiac RTF act: cardiac RTF calcium sensitivity activators, primary screen, biochemical, IANBD-TnC fluorescence, EC20 calcium | IANBD-labeled TnC RTF fluorescence at EC20 calcium; 0% EC20 calcium, 100% full calcium | activation, % at 7.2 µM | actives 0.24% (n = 340,000);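 active means activation above the mean over all tested compounds plus 3 SD, cut at about 30% in these data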;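 further: rise in fluorescence read as greater calcium sensitivity of cardiac thin filaments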
DAGLB inh: DAGLB lipase inhibitors, primary screen, biochemical, fluorescence, HTS. HEK293T DAGLB membrane lysate, EnzChek fluorogenic substrate. Diacylglycerol lipase-beta (Homo sapiens), Q8NCG7. AID 504411, 2011. actives 0.059% (n = 340,000). inhibition, % at 5.17 µM; in the data active means inhibition above about 34%;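 further: 0% = enzyme with vehicle and 100% = wells lacking enzyme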
Target sequence (Q8NCG7 whole entry, looked up): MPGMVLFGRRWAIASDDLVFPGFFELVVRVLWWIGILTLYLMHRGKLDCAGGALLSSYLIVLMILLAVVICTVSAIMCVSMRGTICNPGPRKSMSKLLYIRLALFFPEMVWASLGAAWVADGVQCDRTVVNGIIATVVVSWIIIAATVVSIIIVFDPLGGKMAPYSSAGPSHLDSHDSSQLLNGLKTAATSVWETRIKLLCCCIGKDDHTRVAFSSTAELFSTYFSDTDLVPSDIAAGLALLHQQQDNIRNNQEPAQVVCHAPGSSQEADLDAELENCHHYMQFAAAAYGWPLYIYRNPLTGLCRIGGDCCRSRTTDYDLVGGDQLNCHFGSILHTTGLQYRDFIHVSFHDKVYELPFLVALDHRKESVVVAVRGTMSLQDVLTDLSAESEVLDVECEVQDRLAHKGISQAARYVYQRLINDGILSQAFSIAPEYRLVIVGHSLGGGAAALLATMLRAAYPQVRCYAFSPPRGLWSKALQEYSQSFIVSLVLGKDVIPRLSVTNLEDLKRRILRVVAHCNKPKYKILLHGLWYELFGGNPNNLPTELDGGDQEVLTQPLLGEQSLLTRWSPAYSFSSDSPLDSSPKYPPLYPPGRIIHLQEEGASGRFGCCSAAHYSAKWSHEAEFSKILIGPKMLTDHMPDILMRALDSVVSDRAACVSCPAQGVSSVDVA
SR-BI uptake up: activators of SR-BI mediated DiI-HDL uptake, primary screen, ldlA[mSR-BI] CHO cells, DiI fluorescence. activation, % at 12.5 µM. 3 h; 100 = double the neutral-control signal. actives 0.096% (n = 320,000);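 active means mean replicate activation of at least 60% and every replicate at or above 60%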;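 further: 0% = median plate neutral-control signal and 100% = twice that signal; values of inactives mirror those of a sister screen read the other way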
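system = CHO ldlA[mSR-BI] cells, LDL receptor-null, SR-BI overexpressing | medium = Ham's F12 with 0.5% BSA, HEPES 25 mM, pH 7.4 | probe or stimulus = DiI-HDL 10 µg/mL | compound dosing = single-point compound dose | incubation = compound exposure 3 h, 37 °C | technique = DiI fluorescence, bottom read | read-out = cell-associated DiI fluorescence as measure of HDL uptake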
C-LANA FP: inhibitors of KSHV C-LANA binding to DNA, primary screen, biochemical, fluorescence polarization, FAM-LBS DNA, MBP-C-LANA, single point; Kaposi's sarcoma herpesvirus LANA C-terminal domain (residues 932-1162) DNA binding; inhibition, % at 9 µM; actives 0.078% (n = 340,000);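 active means highest replicate inhibition at or above 60% at 9 µM, even if other replicates fall short; inactive means all replicates below 60% inhibition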;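 further: 0% = neutral control wells and 100% = 4 µM acridine orange control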
Starred values were filed as active, the others as inactive; . = not tested or not shown.

SMILES	Cardiac RTF inh	CAL PDZ FP-1	Rtt109 Vps75	CAL PDZ FP-2	PKA-R2B activ	Keap1 Nrf2 FP	cardiac RTF act	DAGLB inh	SR-BI uptake up	C-LANA FP
O=C(Nc1ccccc1C(=O)Nc1ccccn1)c1cc(F)c(F)cc1Cl	1	-2.3	1	.	-4	-2	-3	-5	-27	1.5
CCCCn1c(N)c(N(CCOC)C(=O)c2c(C)noc2C)c(=O)[nH]c1=O	-19	-3.0	-12	-5	-2	1	1	-2	11	-0.2
CC(C)(C)C(=O)O/N=C(\N)Cc1ccc(-c2csnn2)cc1	0	-0.6	2	61*	-2	-1	-1	-2	10	5.1
COc1ccc(C)cc1N(C(=O)c1ccco1)C(C(=O)NC1CCCC1)c1ccc(N2CCOCC2)cc1 (centres undefined)	7	-2.9	5	2	4	-5	-4	-1	.	-0.6
COc1ccc(C(=O)COC(=O)Cn2[nH]c(=O)c3ccccc3c2=O)c(OC)c1	-7	-0.8	23	-4	2	-1	7	-4	3	5.4
O=C(NCc1cccnc1)C1CCN(C(=O)c2ccc(Cl)cc2Cl)CC1	-2	-2.9	15	-2	-17	-1	-4	0	31	-1.4
COc1ccc(NC(=S)N(CCCN2CCOCC2)Cc2ccco2)cc1	8	-1.7	4	0	0	0	-5	1	18	-1.6
COc1ccc(CNc2nc(SCc3cc(=O)n4cc(Cl)ccc4n3)nc3ccccc23)cc1	-17	-0.8	1	5	3	-3	3	1	13	-0.3
CN(C(=S)NC(=O)/C=C/c1ccc(F)cc1)C1CCCCC1	-6	-1.1	-3	0	-1	-1	-1	-8	-8	1.3
CNC(=O)COC(=O)c1ccccc1NC(=O)c1ccco1	-4	-0.2	-4	-3	-7	1	1	-2	.	0.3
O=C(O)c1cc(Cl)c(Cl)cc1C(=O)N1CCOCC1	2	-1.6	-13	-1	4	0	0	0	30	0.9
Cc1ccc(NS(=O)(=O)c2ccc(C(=O)NCCCN3CCCC3=O)cc2)cc1C	2	0.2	-2	5	9	5	-3	1	34	0.3
CCOC(=O)c1c(C)oc2c1c(C=NCC1CCCO1)c(O)c1ccccc12 (centres undefined)	-4	0.8	-13	0	-13	0	4	-3	-7	5.1
O=C(O)CCn1c(SCCc2ccccc2)nc2ccccc21	-6	-0.6	47	-2	3	-2	1	0	.	0.6
COc1cc2c3c(c1)C(C)CC(C)(C)N3C(=O)C2=O (centres undefined)	4	-1.9	-4	0	-10	-3	-3	5	-18	1.6
CN1CCN(S(=O)(=O)c2ccc(Sc3nnnn3-c3ccccc3)c([N+](=O)[O-])c2)CC1	1	-1.6	8	-4	-7	-1	-1	-7	30	-1.2
Cc1ccc(NC(=S)NCC(O)c2ccccc2)c(C)c1 (centres undefined)	-3	-1.1	1	2	9	-2	3	0	-20	-0.2
N#Cc1c(SCC(=O)Nc2ccc(Cl)cc2Cl)sc2c(O)cc(=O)[nH]c12	-17	-1.2	1	4	-7	-4	-5	10	1	1.3
Cc1ccc(-c2noc(CN(C(=O)C34CC5CC(CC(C5)C3)C4)C(C)C)n2)cc1	-3	0.4	-1	-2	-8	-4	-7	-2	8	-1.6
COc1ccccc1C(=O)Nc1sc2c(c1C(=O)NCc1ccco1)CCCC2	-3	-1.4	-7	0	-1	1	-5	-4	-58	-2.5

The last three compounds of the part above open the next one:
SMILES	Cardiac RTF inh	CAL PDZ FP-1	Rtt109 Vps75	CAL PDZ FP-2	PKA-R2B activ	Keap1 Nrf2 FP	cardiac RTF act	DAGLB inh	SR-BI uptake up	C-LANA FP
N#Cc1c(SCC(=O)Nc2ccc(Cl)cc2Cl)sc2c(O)cc(=O)[nH]c12	-17	-1.2	1	4	-7	-4	-5	10	1	1.3
Cc1ccc(-c2noc(CN(C(=O)C34CC5CC(CC(C5)C3)C4)C(C)C)n2)cc1	-3	0.4	-1	-2	-8	-4	-7	-2	8	-1.6
COc1ccccc1C(=O)Nc1sc2c(c1C(=O)NCc1ccco1)CCCC2	-3	-1.4	-7	0	-1	1	-5	-4	-58	-2.5
Cc1ccc2c(CC(=O)NCCc3ccc(S(N)(=O)=O)cc3)coc2c1	3	-1.8	-1	-8	-7	3	0	-1	24	-0.6
O=C(CC1Sc2ccccc2NC1=O)NNc1ccc(Cl)c(Cl)c1 (centres undefined)	2	-1.4	0	-6	-2	-1	-8	0	-46	1.0
CC(=O)Nc1cccc(NC(=O)COC(=O)CO/N=C(\C)c2ccc3c(c2)OCO3)c1	-2	-2.0	-15	-1	-3	1	8	1	9	-1.7
COc1ccc(/C=C2\CCCC3C2=NC(=S)NC3c2ccc(OC)cc2)cc1 (centres undefined)	4	-2.3	0	-1	5	-3	4	1	.	-3.6
CCN(CC(=O)Nc1c(F)cccc1F)C(=O)C1CCN(C(=O)c2ccc(F)cc2)CC1	0	-1.6	6	-4	-1	-2	2	0	-2	0.9
c1ccc(C(Nc2cccnc2)c2ccccc2)cc1	-2	32	-5	-1	-8	-1	-5	-10	-2	4.3
CCOc1ccc(N2C(=O)/C(=C/c3ccco3)N(C)C2=S)cc1	2	-1.1	-1	6	-5	1	-5	0	.	1.9
COc1ccc2sc(SCCCS(=O)(=O)O)[n+](CCCS(=O)(=O)[O-])c2c1	-19	-1.4	.	9	11	7	-15	-2	3	-0.2
Cc1ccc(CCS(=O)(=O)c2ccc(C(C)(C)C)cc2)cn1	-9	-3.0	-3	-2	1	-1	-3	2	18	1.1
CN(C[C@H](Cc1ccccc1)N(C[C@H](Cc1ccccc1)N(CCc1cc(C(F)(F)F)cc(C(F)(F)F)c1)N=O)N=O)N=O	3	-0.1	-2	-3	-6	-8	-2	-8	15	-2.1
COc1ccc(CNC(C)C23CC4CC(CC(C4)C2)C3)c(OC)c1OC (centres undefined)	4	-1.0	-1	.	2	-3	5	-1	24	-0.2
CC1(C)OC(=O)C(=NNc2ccccc2[N+](=O)[O-])C(=O)O1	-5	-2.4	0	-4	-7	-5	0	1	.	-3.4
Cc1ccc(NCc2nnc(SCC(=O)Nc3ccccc3)n2CC2CCCO2)c(C)c1 (centres undefined)	9	-2.7	9	-4	-4	-6	8	3	-16	-0.7
COc1ccc(NC(=O)c2ccc(OC)cc2)cc1	-5	-1.7	2	0	-14	-1	-2	-1	-17	1.9
Cc1cc(C)c(OCC(O)CN2CCN(C(=O)c3ccccc3)CC2)c(C)c1 (centres undefined)	-4	1.7	9	.	-9	-5	-3	0	-13	1.6
O=S(=O)(NC1CC1)c1ccc(S(=O)(=O)N(Cc2ccccn2)C2CCCC2)cc1	-1	-0.6	5	-4	-8	3	-1	2	-3	1.5
CN(C)S(=O)(=O)c1cc(NC(=O)COC(=O)CCSc2ccc(Cl)cc2)ccc1Cl	4	-1.9	-3	-1	-4	2	2	-2	29	0.5
Cn1c(CNC(=O)c2ccco2)nnc1SCC(=O)c1ccc(Br)cc1	-17	-2.4	6	-2	-3	-4	-3	2	.	-0.1
COc1ccc(-n2nc([N+](=O)[O-])c(=NCCCN3CCCC3=O)n2O)cc1	-10	0.2	-5	1	-1	-2	-1	-3	.	-1.2
Cc1ccsc1C(=O)OCc1nnc(-c2ccccc2)o1	-4	-0.3	8	-4	-13	-4	-5	-8	5	0.1
Cc1cc(NC(=O)CSc2sc3c(O)cc(=O)[nH]c3c2C#N)ccc1Br	0	-1.6	-8	.	6	-4	6	12	.	-1.8
O=C1[C@H]2[C@@H](c3ccc(F)cc3)N3C(=O)N(c4cccc(Cl)c4)C(=O)[C@@]3(Cc3ccc(Cl)cc3)[C@H]2C(=O)N1C1CCCCC1	-11	-2.2	2	-7	0	0	-2	-2	37	-0.5
O=C1Cc2ccccc2Sc2cc(OCCCN3CCCCC3)ccc21	0	-3.8	-8	5	0	-2	-7	-1	27	-1.1
CCOC(=O)C1=CN(Cc2cccc(F)c2)S(=O)(=O)NC1c1ccc(F)c(Cl)c1 (centres undefined)	2	0.2	-17	0	-9	-7	-2	-6	-9	2.0
O=C(Nc1cccc(C(F)(F)F)c1)c1cccnc1N1CCOCC1	-6	-0.2	6	4	-10	1	-2	0	-13	-0.2
NC(=S)N=Nc1c(O)n(Cc2ccc(Br)cc2)c2ccccc12	4	-1.9	9	-1	-1	-5	-2	6	-14	0.2
O=C(Cc1ccc(NC(=O)C2CCCN(C(=O)C3CCCC3)C2)cc1)Nc1cccc(C(=O)N2CCCC2)c1 (centres undefined)	-8	-0.2	1	-6	-9	-3	3	-2	-75	2.4
Fc1ccc(CN2CCSCC2)cc1F	2	-0.2	1	-5	-4	-7	6	-1	-9	-3.6
O=C1COc2ccc(S(=O)(=O)Nc3ccc(F)cc3)cc2N1	-12	0.0	-2	8	-6	-2	-2	-1	11	-0.5
COC(=O)c1ccc(COc2ccc(C)c(C)c2)o1	0	0.3	2	-3	9	-7	-3	-11	6	-2.6
CCOC(=O)Cc1csc(NC(=O)Cc2ccccc2)n1	-10	-1.7	6	-4	-4	2	1	0	-7	-0.4
OC1(c2ccc3ccccc3c2)CCN(Cc2ccccc2)C1 (centres undefined)	-4	-1.1	-3	38*	-1	-4	3	-2	34	1.4
COc1ccc(C2CCCN2C(=O)Nc2ccccc2)cc1OC (centres undefined)	-6	-1.0	-2	.	7	2	1	-1	-5	-0.9
COc1cc(N/N=C(\C)c2ccc(O)c(C)c2)nc(-c2ccccc2)n1	-21	0.2	-8	-1	-7	2	1	-1	-92	0.7
Cc1cccc(NC(=O)C(C)n2cc([N+](=O)[O-])cn2)n1 (centres undefined)	-7	-0.6	-24	0	-4	2	2	1	12	1.6
CN(C)c1ccc(CNS(=O)(=O)c2ccc3c(c2)NC(=O)CS3)cc1	2	-0.6	5	.	3	-4	0	5	19	0.0
COc1cccc(C(=O)N2CCN(Cc3ccccc3C(F)(F)F)CC2)c1	3	-0.3	0	-3	-2	7	-3	-6	15	-0.3

Compound activity deposited in PubChem BioAssay by several laboratories.
